PKM2 activator = PKM2 (human) enzyme activation. AID 1631. P14618. Potency, µM (series often up to 57.5 µM), for the others: at the highest dose activation, hits mostly activators. 260,000 compounds, 0.34% hits. purified PKM2, Kinase-Glo ATP luminescence, activation; response scale: 0% is enzyme alone, no compound; further: potency means the concentration at half of the fitted maximal effect; on the % scale 0 is the no-effect control and ±100 the full control effect; nearly all actives have a fitted effect of over 55% in size
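ATP formation by purified human PK-M2, quantified via coupled luciferase luminescence after 1 h at room temperature with 0.1 mM ADP and 0.5 mM PEP final.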
Rab9 promoter act = activators of Rab9 promoter; Huh7 Rab9 promoter-luciferase reporter, luminescence, 24 h; Potency, µM (doses to about 9.22 µM), inactives show top-dose activation, negative = inhibition, most hits filed as activators; 320,000 compounds, 2.8% hits; AID 485297; further: potency means the concentration at half of the fitted maximal effect; % of control where 0% means no effect; nearly all actives have a fitted effect of over 60% in size
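Huh7 cells stably carrying Rab9 promoter–luciferase reporter, plated 1500 cells/well, compound added after 2 h and incubated 24 h at 37 °C; luciferase luminescence then read after 10 min with detection reagent.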
Mito fusion yeast = mitochondrial division inhibition or fusion activation; 320,000 compounds, 0.23% hits; AID 485298; S. cerevisiae fusion-defective mutant growth rescue, CellTiterGlo 48 h; Potency, µM (doses to about 46.1 µM), for inactives: at the top dose growth rescue (activation), most hits filed as activators;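 further: potency means the concentration at half of the fitted maximal effect; % of control where 0% means no effect; nearly all actives have a fitted effect of over 45% in size; temperature-sensitive fusion mutants such as fzo1-1 at 37 °C on non-fermentable ethanol glycerol medium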
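Compounds are tested for their ability to restore growth of mitochondrial fusion-defective yeast strains at non-permissive 37C in YPEG medium over 48 hours. Viability is quantified by luciferase luminescence.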
ELG1 DNA repair = inhibitors of ELG1-dependent DNA repair in HEK293T cells; 330,000 compounds, 2.3% hits; HEK293T ELG1-luciferase reporter, luminescence, 16 h; DNA damage induced by 5-fluorouridine; Potency, µM (series often up to 46.1 µM), inactives show at the highest dose activity change, negative = inhibition, usual class: inhibitors; further: potency means the concentration at half of the fitted maximal effect; on the % scale 0 is the no-effect control and ±100 the full control effect; nearly all actives have a fitted effect of over 55% in size
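HEK293T cells expressing luciferase-tagged ELG1 (2,000/well) received 5-Fluorouridine plus compound or DMSO for 16 hr at 37 °C. Luciferase was read by ONE-Glo luminescence after 30 min at room temperature.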
NPC1 prom act = activators of NPC1 promoter; Huh7 NPC1 promoter luciferase reporter, 24 h; Potency, µM (series often up to 9.22 µM), inactives show top-dose activation, most hits filed as activators; 320,000 compounds, 2.4% hits;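 further: potency means the concentration at half of the fitted maximal effect; % of control where 0% means no effect; nearly all actives have a fitted effect of over 60% in size; reporter is driven by a mutant NPC1 promoter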
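Stably transfected Huh7 (NPC1 promoter→luciferase), 1500 cells/well in Opti-MEM + 10% FBS, 2 h settle, then compound 24 h at 37 °C. Luminescence after 10 min with Amplite reagent.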
FLuc modulator = inhibits or activates purified firefly luciferase, miR-21 counter-screen | P08659 | Potency, µM (doses to about 57.5 µM), for the others: at the top dose activity change, negative = inhibition, most hits filed as inhibitors | AID 588342 | purified FLuc, Km substrates, luminescence inhibition | 360,000 compounds, 6.9% hits;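 further: potency means the concentration at half of the fitted maximal effect; plate controls were vehicle for no effect and reference inhibitor for full effect; nearly all actives have a fitted effect of over 55% in size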
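Purified P. pyralis luciferase (10nM final) with 10uM D-luciferin and 10uM ATP (Km levels) in 50mM Tris acetate pH 7.5, 10mM Mg acetate, 0.01% Tween-20, 0.05% BSA; qHTS 6-point titration, ~60 µM downward; luminescence read.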
KCNH2 3.1 block = blocks the human KCNH2 3.1 channel isoform; U2OS KCNH2 3.1, thallium flux FluxOr; active compounds read low; activity change, % (tested at about 1.8 µM); 340,000 compounds, 0.95% hits;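 active means maximum activity change below -70%; inconclusive means maximum activity change from -70% to -50%; inactive means maximum activity change above -50%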;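 further: thallium influx rate constant from kinetic fluorescence after stimulation buffer; on the % scale 0 is the no-effect control and ±100 the full control effect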
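Thallium flux read-out: FluxOr dye with Red40 quencher in HBSS/HEPES, 45 min at RT. Rate constants from kinetic reads were normalized to positive and negative DMSO controls. Cells: U2OS virally expressing the 3.1 isoform.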
RORgamma inh = ROR gamma (mouse) transcription inhibition | P51450 | Drosophila S2 Gal4-RORgamma UAS-luciferase reporter, 20 h | Potency, µM (titrated, usually from 53.6 µM), for the others: at the top dose activity change, negative = inhibition, actives largely listed as inhibitors | 310,000 compounds, 5.4% hits | AID 2551; further: potency means the concentration at half of the fitted maximal effect; on the % scale 0 is the no-effect control and ±100 the full control effect; nearly all actives have a fitted effect of over 60% in size
Target sequence (P51450 whole entry, looked up, the tested form may be a part): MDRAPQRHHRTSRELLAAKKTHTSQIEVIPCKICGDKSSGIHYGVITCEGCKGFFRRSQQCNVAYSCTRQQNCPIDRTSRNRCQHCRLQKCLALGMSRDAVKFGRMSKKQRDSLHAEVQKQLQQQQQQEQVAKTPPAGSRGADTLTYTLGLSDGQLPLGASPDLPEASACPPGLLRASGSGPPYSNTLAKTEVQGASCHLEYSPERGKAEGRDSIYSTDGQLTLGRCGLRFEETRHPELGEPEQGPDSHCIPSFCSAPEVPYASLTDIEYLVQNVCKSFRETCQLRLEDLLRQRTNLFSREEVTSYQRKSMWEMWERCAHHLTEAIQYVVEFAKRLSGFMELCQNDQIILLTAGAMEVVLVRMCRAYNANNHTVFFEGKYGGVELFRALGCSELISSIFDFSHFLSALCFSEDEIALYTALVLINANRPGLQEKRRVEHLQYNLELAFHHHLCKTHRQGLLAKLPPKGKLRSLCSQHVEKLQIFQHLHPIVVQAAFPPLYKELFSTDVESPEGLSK
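Drosophila Schneider cells stably carrying a metallothionein-driven Gal4 DBD–ROR gamma fusion and a UAS-Photinus luciferase reporter were exposed to compound for 1 hr, then induced with copper sulfate (700 uM final) for 20 hr at ambient temperature before luminescence reading.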
VP16 counter = inhibits Gal4-VP16 luciferase reporter, ROR gamma counter-screen; Drosophila S2 Gal4-VP16 UAS-luciferase, luminescence, 20 h; Potency, µM (top dose mostly 53.6 µM), for the others: top-dose activity, negative = inhibition, most hits filed as inhibitors; 310,000 compounds, 3.5% hits; AID 2546;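 further: Gal4-VP16 expression switched on by copper sulfate through the metallothionein promoter; potency means the concentration at half of the fitted maximal effect; on the % scale 0 is the no-effect control and ±100 the full control effect; nearly all actives have a fitted effect of over 50% in size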
MBNL1 CUG block = blocks human MBNL1 binding to CUG repeat RNA | Q9NR56 | AID 2675 | TR-FRET MBNL1-His/biotin-(CUG)12 binding, 665/545 ratio | Potency, µM (highest dose often 57.5 µM), inactives show at the top dose activity change, negative = inhibition, usual class: inhibitors | 280,000 compounds, 0.036% hits; active means well fitted inhibition curve with a large enough effect in the signal ratio, with a control signal flat, not every such curve was filed as active; inconclusive means small, poorly fitted or top-dose-only effect, or effect the other way, or a change in a side signal; inactive means no such curve, though single readings can be large or run the other way; the % refers to the signal ratio; further: potency means the concentration at half of the fitted maximal effect; on the % scale 0 is the no-effect control and ±100 the full control effect
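Ratiometric TR-FRET (665 over 545 nm, excitation 340 nm) tracks disruption of MBNL1-His/biotin-(CUG)12 complex after 60 min at room temperature, with compounds at 92 nM to 58 uM final.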
Menin MLL FP TR = inhibitors of human menin-MLL interaction, mutant MLL peptide | Menin + Texas Red MLL mutant peptide, fluorescence polarization | Potency, µM (doses to about 61.6 µM), without a hit: at the highest dose FP activity change, negative = inhibition, actives largely listed as inhibitors | 270,000 compounds, 0.23% hits; active means well fitted inhibition curve with a large enough effect in the polarisation, with a control signal flat, not every such curve was filed as active; inconclusive means small, poorly fitted or top-dose-only effect, or effect the other way, or a change in a side signal; inactive means no such curve, though single readings can be large or run the other way; the % refers to the polarisation; further: potency means the concentration at half of the fitted maximal effect; % of control where 0% means no effect; many of its hits are not listed in these tables
Target sequence (O00255 whole entry, looked up): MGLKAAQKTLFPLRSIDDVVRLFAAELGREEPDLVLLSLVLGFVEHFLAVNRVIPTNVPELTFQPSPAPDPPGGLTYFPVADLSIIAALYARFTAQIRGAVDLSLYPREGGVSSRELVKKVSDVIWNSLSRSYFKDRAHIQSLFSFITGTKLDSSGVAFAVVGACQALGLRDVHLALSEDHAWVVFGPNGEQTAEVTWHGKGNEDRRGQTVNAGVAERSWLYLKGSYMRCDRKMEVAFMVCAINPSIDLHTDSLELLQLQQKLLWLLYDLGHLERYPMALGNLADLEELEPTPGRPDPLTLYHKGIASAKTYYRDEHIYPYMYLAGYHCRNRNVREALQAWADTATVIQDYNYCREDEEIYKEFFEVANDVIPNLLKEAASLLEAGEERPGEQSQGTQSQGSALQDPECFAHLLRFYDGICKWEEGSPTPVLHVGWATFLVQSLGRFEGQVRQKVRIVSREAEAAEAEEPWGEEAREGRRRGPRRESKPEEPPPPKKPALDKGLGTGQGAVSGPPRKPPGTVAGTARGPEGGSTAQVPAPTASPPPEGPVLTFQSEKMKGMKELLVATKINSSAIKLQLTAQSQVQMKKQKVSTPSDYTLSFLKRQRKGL
The depositor's hits bear a star; ? = inconclusive; · = no result given; [ ] = dose if it differs, or a comment. Unless noted, the call rests on the fitted dose curve; in most records, active means well fitted curve in the direction sought with a large enough effect; inconclusive means small, poorly fitted or top-dose-only effect, or another doubt; inactive means no such curve, though single readings can be large; an effect the other way counts as inactive or inconclusive. An excerpt; the hit share may differ from the screen's.

SMILES	PKM2 activator	Rab9 promoter act	Mito fusion yeast	ELG1 DNA repair	NPC1 prom act	FLuc modulator	KCNH2 3.1 block	RORgamma inh	VP16 counter	MBNL1 CUG block	Menin MLL FP TR
COc1cccc(CNC(=O)COc2ccc(C(=O)c3ccccc3)cc2)c1	·	9%	-59%[inhibitor]	-14%	?	-12%	-10	-7%	14%	-1%	-12%
CC(OC(=O)CCN=C1NS(=O)(=O)c2ccccc21)C(=O)Nc1ccc(S(N)(=O)=O)cc1 (stereo unspecified)	·	-3%	-2%	-4%	-1%	0%	-6	·	·	·	·
CCn1cc(C(=O)O)c(=O)c2cc(F)c(N3CCN(C(=S)NC(=O)c4ccc(Br)cc4)CC3)cc21	0%	1%	5%	5%	-5%	-4%	22	0.63µM*	-3%	-8%	?
CC(=O)N1CCc2cc(S(=O)(=O)NC(Cc3ccccc3)C(=O)Nc3cc(C)ccn3)ccc21 (stereo unspecified)	-7%	0%	-4%	0%	-1%	2%	-8	-3%	-9%	-9%	-1%
NN1C(=O)c2cccc3c(C(=O)O)ccc(c23)C1=O	-1%	-2%	-2%	-4%	-4%	-2%	-1	-12%	-6%	?	-10%
Cc1ccc2c(C)c(C(=O)Nc3c(C)n(C)n(-c4ccccc4)c3=O)oc2c1	-2%	-3%	2%	-2%	7%	-1%	0	-4%[10 µM]	2%	-15%	1%
CCOc1ccccc1/C=N/Nc1nc(C)cc(=O)[nH]1	·	-1%	0%	-4%	1%	2%	-19	-2%	1%	6%	-10%
CCCCOc1ccc(C2C(C(=O)c3cccs3)=C(O)C(=O)N2CCN2CCOCC2)cc1 (stereo unspecified)	6%	-3%	-2%	4%	0%	-1%	10	2%	-1%	5%	10%
COc1ccc(C(=O)N/C(=C\c2ccccc2)C(=O)Nc2cccc(C(=O)O)c2)cc1	5%[11.5 µM]	5%	0%	7%	-4%	-1%	9	3%	-6%	1%	-13%
COC(=O)c1c(NC(=O)c2ccc(C)cc2)sc(Cc2ccccc2)c1C	-2%	4%	15%	3%	-1%	0%	1	22%	-6%	5%	-13%
Cc1cccc2cc(COC(=O)C3CCCO3)c(=O)[nH]c12 (stereo unspecified)	3%	7%	5%	?	3%	?	-6	0%	-6%	-18%	-4%
CC(C)[C@H]1COCCS(=O)(=O)N1Cc1ccc(Cl)cc1	8%	0%	0%	-3%	1%	0%	-5	-25%	-10%	-3%	24%
CCOC(=O)C1=C(C)NC(=O)NC1c1ccc(OCC(=O)N2CCCCC2)cc1 (stereo unspecified)	2%	0%	1%	-2%	7%	-1%	-14	-11%	-2%	-8%	-14%
O=C(C1CCC(N2C(=O)C3CC=CCC3C2=O)CC1)N1CCCCC1 (stereo unspecified)	-3%	-7%	0%	9%	0%	-8%	2	?	3%	-7%	8%
COc1ccc(C2N(C(=O)N3CCOCC3)CCN2S(=O)(=O)c2ccc(C)cc2)cc1 (stereo unspecified)	-4%	-2%	-1%	4%	-2%	1%	-9	-21%	-5%	-13%	-2%
COC(=O)CNC(=O)C(C)(C)Oc1ccc(Cl)cc1	1%	-1%	1%	0%	-1%	0%	-2	-28%	3%	-2%	2%
Cn1nc(C(=O)NCC(=O)Nc2ccc(F)c(F)c2F)c2ccccc2c1=O	·	-1%	-9%	-12%	-1%	1%	-2	·	·	·	·
O=C(CC(c1ccccc1)c1ccco1)Nc1nccs1 (stereo unspecified)	29%	-6%	7%	2%	-4%	0%	8	-10%	-13%	-11%	-1%
CC(=O)N1CCN(c2ccc(NC(=O)/C=C/c3ccccc3)cc2)CC1	-10%	1%	-4%	?	3%	-5%	-4	-9%	4%	?	12%
COC(=O)c1cc2c(ccn2-c2ccc(F)cc2)n1CC(=O)N1CCN(C(=O)c2ccco2)CC1	0%	0%	1%	16µM*	-2%	2%	-8	1%	-4%	?	?
O=C(Cc1csc(NC(=O)c2ccc(F)cc2)n1)NO	-8%	18%	0%	11%	-7%	-3%	5	-26%	6%	-2%	0%
O=C(CSc1nnnn1-c1ccccc1)NCc1cccs1	4%	5%	5%	2%	1%	2%	-1	38%	25%	-11%	16%
CCN(CC)CCn1c(N)c(S(=O)(=O)c2ccccc2)c2nc3ccccc3nc21	13%	-5%	-2%	3%	-6%	-2%	-2	-5%	-9%	?	·
O=c1[nH]nc(Cc2ccc3ccccc3n2)c2ccccc12	22%	6%	-1%	?	1%	?	-2	?	5%	0%	7%
CC(C)C(=O)Nc1cccc(NC(=S)NC(=O)c2ccc(Cl)cc2)c1	-2%	28%	2%	2%	22%	?	10	6.3µM*	?	-9%	33%[activator]

Profiles, looked up by structure:
CCCCOc1ccc(C2C(C(=O)c3cccs3)=C(O)C(=O)N2CCN2CCOCC2)cc1 (stereo unspecified) in the list: PKM2 activator: 6%; Rab9 promoter act: -3%; Mito fusion yeast: -2%; ELG1 DNA repair: 4%; NPC1 prom act: 0%; FLuc modulator: -1%; KCNH2 3.1 block: 10; RORgamma inh: 2%; VP16 counter: -1%; MBNL1 CUG block: 5%; Menin MLL FP TR: 10%
CCOC(=O)C1=C(C)NC(=O)NC1c1ccc(OCC(=O)N2CCCCC2)cc1 (stereo unspecified) in the list: PKM2 activator: 2%; Rab9 promoter act: 0%; Mito fusion yeast: 1%; ELG1 DNA repair: -2%; NPC1 prom act: 7%; FLuc modulator: -1%; KCNH2 3.1 block: -14; RORgamma inh: -11%; VP16 counter: -2%; MBNL1 CUG block: -8%; Menin MLL FP TR: -14%
O=C(CSc1nnnn1-c1ccccc1)NCc1cccs1 in the list: PKM2 activator: 4%; Rab9 promoter act: 5%; Mito fusion yeast: 5%; ELG1 DNA repair: 2%; NPC1 prom act: 1%; FLuc modulator: 2%; KCNH2 3.1 block: -1; RORgamma inh: 38%; VP16 counter: 25%; MBNL1 CUG block: -11%; Menin MLL FP TR: 16%

Returning to the listing; the 2 compounds before the break are reprinted first.
SMILES	PKM2 activator	Rab9 promoter act	Mito fusion yeast	ELG1 DNA repair	NPC1 prom act	FLuc modulator	KCNH2 3.1 block	RORgamma inh	VP16 counter	MBNL1 CUG block	Menin MLL FP TR
O=c1[nH]nc(Cc2ccc3ccccc3n2)c2ccccc12	22%	6%	-1%	?	1%	?	-2	?	5%	0%	7%
CC(C)C(=O)Nc1cccc(NC(=S)NC(=O)c2ccc(Cl)cc2)c1	-2%	28%	2%	2%	22%	?	10	6.3µM*	?	-9%	33%[activator]
COc1ccc(CC(=O)N/N=C/C=C/c2ccc3c(c2)OCO3)cc1OC	-4%	0%	0%	?	1%	-6%	-5	-15%	-18%	·	·
OC(CNCCc1ccc(Cl)cc1)COc1ccc2ccccc2c1 (stereo unspecified)	1%	-2%	0%	-9%	-3%	-3%	8	?	?	-12%	?
CCC1(C)Cc2c(sc3nnn(Cc4ccccc4Cl)c(=O)c23)CO1 (stereo unspecified)	1%	0%	8%	?	-3%	2%	7	?	-4%	12%	4%
COc1ccnc(-n2cccc2C=O)c1C#N	5%	-2%	27%	-1%	-4%	-1%	-1	4%	-5%	-3%	2%
COc1cccc(/C=N/Nc2ccc([N+](=O)[O-])cc2)c1O	·	24%	-9%	?	?	2.4µM*	7	16%	10%	18%	?
COc1ccc(C(=O)NN/C(C)=C/C(=O)C(F)(F)C(F)(F)C(F)(F)F)cc1	-10%	-9%	1%	?	-1%	-19%	0	5.6µM*	5.6µM*	·	5%
COC(=O)/C(C(C)=O)=C(\C=C\N(C)C)N(C)C	0%	2%	-1%	9%	1%	3%	1	6%	6%	-8%	8%
Cc1ccc(OCCC(=O)OCC(=O)C(C)(C)C)cc1	-2%	-6%	-1%	0%	-1%	-9%	4	1%[0.365 µM]	·	-5%	-4%
Cc1csc(NC(=O)CSc2nnc(-c3ccoc3C)n2CCc2ccccc2)n1	3%	-1%	-2%	?	1%	6%	-15	?	-16%	7%	-15%
C/C(O)=C/c1nc2ccccc2[nH]c1=O	2%	-3%	-3%	-2%	-4%	1%	8	-13%	?	?	-4%
